Screens deposited in PubChem BioAssay by National Center for Advancing Translational Sciences (NCATS).
AmpC inh no detg – blocks E. coli AmpC beta-lactamase in detergent-free assay; Potency, µM (highest dose often 57.1 µM), for inactives: top-dose activity change, negative = inhibition, most hits filed as inhibitors; AmpC nitrocefin hydrolysis, absorbance 480 nm, 0.0001% Triton; hit rate 0.52% among 330,000;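 further: potency means the concentration at half of the fitted maximal effect; plate controls were no compound for no effect and no enzyme for full effect; nearly all actives have a fitted effect of over 20% in size; some results filed as inactive show a strong effect at the top dose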
Target sequence (P00811 whole entry, looked up): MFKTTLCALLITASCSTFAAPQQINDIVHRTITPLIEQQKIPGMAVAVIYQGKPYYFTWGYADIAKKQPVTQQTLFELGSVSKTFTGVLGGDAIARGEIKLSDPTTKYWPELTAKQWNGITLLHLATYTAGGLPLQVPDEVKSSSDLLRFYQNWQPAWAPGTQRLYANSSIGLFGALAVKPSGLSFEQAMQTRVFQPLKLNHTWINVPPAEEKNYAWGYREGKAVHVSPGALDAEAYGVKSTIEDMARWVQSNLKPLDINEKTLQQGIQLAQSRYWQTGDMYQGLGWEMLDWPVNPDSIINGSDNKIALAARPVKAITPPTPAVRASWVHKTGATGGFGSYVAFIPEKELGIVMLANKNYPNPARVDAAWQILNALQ
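AmpC (5.3 nM in the dispensed reagent) in 20 mM phosphate pH 7.0 with 0.01% (detergent screen) or 0.0001% Triton X-100 was preincubated with compounds for 15 min at room temperature. Nitrocefin was then added from an 800 uM solution, and hydrolysis was followed at 480 nm.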
AmpC detergent – blocks E. coli AmpC beta-lactamase in detergent assay; hit rate 0.041% among 370,000; AID 485294; Potency, µM (titrated, usually from 114 µM), inactives show top-dose activity change, negative = inhibition, usual class: inhibitors; AmpC hydrolysis of nitrocefin, absorbance 480 nm, 0.01% Triton;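 further: potency means the concentration at half of the fitted maximal effect; 0% = no-compound wells and -100% = no-enzyme wells; nearly all actives have a fitted effect of over 25% in size; some results filed as inactive show a strong effect at the top dose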
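AmpC (5.3 nM in the dispensed reagent) in 20 mM phosphate pH 7.0 with 0.01% (detergent screen) or 0.0001% Triton X-100 was preincubated with compounds for 15 min at room temperature. Nitrocefin was then added from an 800 uM solution, and hydrolysis was followed at 480 nm.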
AMA1 RON2 block – disrupts binding of P. falciparum AMA1 to RON2. Potency, µM (series often up to 58.2 µM), for the others: at the top dose activity change, negative = inhibition, actives largely listed as inhibitors. hit rate 0.2% among 360,000. AlphaScreen AMA1-biotinylated RON2 peptide binding;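 further: potency means the concentration at half of the fitted maximal effect; 0% = vehicle wells and -100% = peptide control; nearly all actives have a fitted effect of over 45% in size; some results filed as inactive show a strong effect at the top dose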
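AMA1 (3D7) with his tag at 25 nM final met compounds first, then biotinylated RON2 peptide at 25 nM; detection used donor plus acceptor beads, 10 µg/mL apiece, read by AlphaScreen after 30 min at room temperature.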
Sm TGR block – blocks Schistosoma mansoni thioredoxin glutathione reductase | Q962Y6 | purified TGR, DTNB reduction, TNB absorbance 405 nm | Potency, µM (top dose mostly 114 µM), for the others: at the top dose activity change, negative = inhibition, actives largely listed as inhibitors | hit rate 3% among 360,000; further: potency means the concentration at half of the fitted maximal effect; nearly all actives have a fitted effect of over 60% in size
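Kinetic colorimetric format: TGR-catalysed, NADPH-driven DTNB reduction monitored via TNB absorbance. Enzyme dispensed at 20 nM; compound exposure 15 min at room temperature before reaction start.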
HCMV antiviral – inhibitors of human cytomegalovirus; HFF cells, HCMV-luciferase reporter, 72 h; hits give low values; activity change, negative = inhibition, % at 57.5 µM; hit rate 4.5% among 410,000; in the data active means activity change below about -60%; inconclusive means no clear call, values can overlap the other calls; inactive means above about -39%
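Screen run at 2 compound doses on HFFs infected with reporter HCMV, MOI 1 PFU/cell. Luciferase activity from cell lysates at 72 h post infection gave inhibition relative to buffer-only and Salinomycin wells.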
Giardia FBPA inh – blocks Giardia fructose-bisphosphate aldolase activity. AID 2451. purified Giardia FBPA. Potency, µM (series often up to 59.6 µM), for inactives: at the highest dose activity, negative = inhibition, most hits filed as inhibitors. hit rate 0.71% among 290,000. A8B2U2; further: potency means the concentration at half of the fitted maximal effect; nearly all actives have a fitted effect of over 55% in size
Target sequence (A8B2U2 whole entry, looked up): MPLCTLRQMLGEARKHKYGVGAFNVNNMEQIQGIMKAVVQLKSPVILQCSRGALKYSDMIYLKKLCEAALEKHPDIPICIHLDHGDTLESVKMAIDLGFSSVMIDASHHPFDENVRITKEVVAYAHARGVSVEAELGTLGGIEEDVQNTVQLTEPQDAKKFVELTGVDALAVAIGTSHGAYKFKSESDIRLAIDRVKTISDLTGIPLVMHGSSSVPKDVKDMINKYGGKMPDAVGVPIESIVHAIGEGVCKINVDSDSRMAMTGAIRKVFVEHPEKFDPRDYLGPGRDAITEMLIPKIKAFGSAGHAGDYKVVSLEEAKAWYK
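Giardia FBPA (40 nM reagent) was preincubated 10 min at RT with compound (up to 57.5 uM final), then substrate plus GAPDH/TPI/NAD/arsenate coupling system with diaphorase/resazurin was added; resorufin fluorescence (525/598 nm) was read after 20 min.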
The depositor's hits bear a star; ? = inconclusive; · = not tested or not shown; [ ] = another dose, or the depositor's remark. Unless noted, the call rests on the fitted dose curve; in most records, active means well fitted curve in the direction sought with a large enough effect; inconclusive means small, poorly fitted or top-dose-only effect, or another doubt; inactive means no such curve, though single readings can be large; an effect the other way counts as inactive or inconclusive. Unless noted, on the % scale 0 is the no-effect control and ±100 the full control effect.

Preview (four entries):
SMILES	AmpC inh no detg	AmpC detergent	AMA1 RON2 block	Sm TGR block	HCMV antiviral	Giardia FBPA inh
O=C(CSc1nnc(-c2cccnc2)n1Cc1ccco1)N1c2ccccc2Sc2ccccc21	99%[activator]	1%	-19%	25µM*	31	-2%
Cn1c(=O)c2c(-c3ccc(Cl)cc3)n(CCc3ccccc3)cc2n(C)c1=O	·	5%	·	2%	32	·
CCCN1CCN(CCNC(=O)Nc2ccccc2OCC)CC1	·	25%	·	1%	4	·
COc1ccc(CN2CCC(n3nccc3NC(=O)C3CC3)CC2)c(OC)c1OC	-5%	-10%	1%	-2%	-13	·

All compounds of this part, from the first entry:
SMILES	AmpC inh no detg	AmpC detergent	AMA1 RON2 block	Sm TGR block	HCMV antiviral	Giardia FBPA inh
O=C(CSc1nnc(-c2cccnc2)n1Cc1ccco1)N1c2ccccc2Sc2ccccc21	99%[activator]	1%	-19%	25µM*	31	-2%
Cn1c(=O)c2c(-c3ccc(Cl)cc3)n(CCc3ccccc3)cc2n(C)c1=O	·	5%	·	2%	32	·
CCCN1CCN(CCNC(=O)Nc2ccccc2OCC)CC1	·	25%	·	1%	4	·
COc1ccc(CN2CCC(n3nccc3NC(=O)C3CC3)CC2)c(OC)c1OC	-5%	-10%	1%	-2%	-13	·
O=C(O)c1ccc(S(=O)(=O)/N=C2\C=C(Nc3ccccc3F)C(=O)c3ccccc32)cc1	-21%	3%	-10%	45µM*	-98*	?
COc1ccc(N(CC(=O)Nc2c(C)n(C)n(-c3ccccc3)c2=O)S(=O)(=O)c2ccc(C)cc2)cc1OC	45%	-9%	0%	9%	0	-10%
CCCSc1sc(C(=O)OC)c(-c2cccs2)c1C#N	-21%	?	7%	12%	2	12%
CN(C)c1ccnc(SCc2ccccc2Cl)c1C#N	-1%	?	7%	-1%	-20	-2%
Cc1c(OC(C)C(=O)NCc2ccncc2)ccc2c3c(c(=O)oc12)CCC3 (stereo unspecified)	71%[activator]	0%	-8%	-2%	-31	·
CN1CCN(C(c2cccc(Br)c2)c2sc3nc(-c4ccco4)nn3c2O)CC1 (stereo unspecified)	·	0%	·	0%	-10	·
COC(=O)c1c(SCc2ccc(C#N)cc2)nc(=O)[nH]c1C	-22%	3%	0%	-5%	-33	11%
O=C(Nc1ccc2c(c1)OCO2)C1CC(c2ccc(Cl)cc2)=NO1 (stereo unspecified)	-28%	?	10%	13%	2	-6%
COc1cccc(NC(=O)c2ccc[n+](C)c2)c1	-9%	?	-8%	3%	24	0%
Cc1cc(C)nc(SCc2nc3nc(C)cc(C)n3c2Br)n1	-4%	?	-5%	?	?	-7%
CC(=O)N1CCN(CC(=O)Nc2ccc([N+](=O)[O-])cc2Br)CC1	4%	1%	10%	17%	24	8%
Cc1nc(NC(=O)CSc2nnnn2Cc2ccccc2)sc1C	-16%	-7%	?	1%	66	-4%
CCC(=O)N1CC(=O)Nc2ccc(Cl)cc2C1c1ccc(F)cc1 (stereo unspecified)	1%	4%	8%	0%	29	5%
O=c1[nH]nc(Cc2ccc(-c3ccc(Cl)cc3)o2)c2ccccc12	-40%	1%	36%[activator]	?	2	-4%
C[C@]12c3[nH]c4cc(-c5ccco5)ccc4c3CCN1C(=O)[C@@H](CC(=O)NCCCn1ccnc1)C[C@@H]2C(=O)N1CCCCC1	206%[activator]	·	?	·	12	·
CC1CCCCC1NC(=O)COC(=O)c1ccc(S(=O)(=O)N2CCOCC2)cc1 (stereo unspecified)	1%	-2%	31%[activator]	8%	-6	4%
Cc1ccc(C)c(OCCC(=O)OCC(=O)Nc2ccc(Cl)cn2)c1	-28%	?	-1%	-7%	-8	·
O=C(CCc1ccccc1)N1CCCC(Nc2ccc(F)cc2)C1 (stereo unspecified)	33%	-15%	-11%	-28%	-4	-2%
O=C(c1ccco1)N1CCN(Cc2nc(Cc3ccccc3)no2)CC1	21%	0%	-2%	-25%	0	0%
O=c1ccn([C@@H]2O[C@H](COS(=O)(=O)O)[C@@H](O)[C@H]2O)c(=O)[nH]1	8%	·	0%	·	-62*	·
CC1(c2cccc3ccccc23)NC(=O)N(CC(=O)NC2CCS(=O)(=O)C2)C1=O (stereo unspecified)	-13%	0%	0%	-9%	-1	5%
O=C(C1Cc2ccccc2CN1S(=O)(=O)c1cccs1)N1CCCCCC1 (stereo unspecified)	-26%	-9%	7%	0%	-20	-1%
CN1CCN(CCCNC(=O)C2CC(=O)N(C3CCCCC3)C2)CC1 (stereo unspecified)	-16%	-13%	3%	2%	-9	0%
Cc1ccc(C2CC(=O)C(C=NCCN3CCN(CC(=O)Nc4cc(C)cc(C)c4)CC3)=C(O)C2)cc1 (stereo unspecified)	79%[activator]	-7%	56%[activator]	?	?	5%
CCc1nnc(NC(=O)CCC(=O)N2CCN(S(=O)(=O)c3ccc(OC)cc3)CC2)s1	11%	-4%	-8%	-11%	-3	4%
CCCCCCCCCC(=O)N/N=C(\C)c1cccnc1	31%	?	36%[activator]	-13%	11	5%
Cc1noc(C)c1COc1ccc(C(=O)NCCc2ccc(S(N)(=O)=O)cc2)cc1	-34%	?	0%	1%	3	·
OC[C@@H](O)[C@H](O)C(/C=N/Nc1ccccc1)=N\Nc1ccccc1	23%	-8%	-2%	20µM*	65	-15%
C(=N\n1cnnc1)/c1cccc(Oc2ccccc2)c1	1%	6%	-8%	-17%	18	0%
Cc1ccc(NC(=O)Cn2nnc(C(=O)NCc3ccco3)c2N)cc1	-29%	-6%	0%	-11%	-4	-2%
Cc1c(C(=O)O)cccc1-c1ccc(/C=N/n2cnnc2)o1	-8%	-3%	-11%	-31%	53	1%
Cc1ccc(-c2nc(-c3ccncc3)no2)cc1C	-2%	-2%	-4%	8%	69	14%
CCc1cccc(C)c1NC(=O)c1ccc2c(c1)CCN2S(C)(=O)=O	-5%	-2%	-3%	2%	15	3%
CNC(=O)CN(c1ccc2c(c1)OCCO2)S(C)(=O)=O	-34%	?	0%	3%	21	1%
O=C1CCN(C(=O)c2ccccc2)C2CCCCC12 (stereo unspecified)	-14%	?	0%	1%	-3	5%
CCc1ccc2nc(SCC(=O)N(CC)CC)c(C#N)cc2c1	21%	-15%	2%	-31%	0	-5%
Cc1n(CC(O)COC2CCCCC2)c2ccccc2[n+]1C (stereo unspecified)	-13%	-7%	2%	0%	-19	2%
O=C(CCS(=O)(=O)c1ccc(Br)cc1)NC1CCCC1	-14%	?	3%	-8%	42	-2%
Cc1ccc(S(=O)(=O)NC(C)C(=O)Nc2ccc3c(c2)OCO3)cc1 (stereo unspecified)	-27%	10%	-8%	-1%	-4	-6%
Cc1cc(N2CCOCC2)nc2ccc(Cl)cc12	-2%	11%	2%	5%	20	2%
CCC1Nc2ncnc(N3CCN(c4ccccc4)CC3)c2N(Cc2ccc(OC)cc2)C1=O (stereo unspecified)	119%[activator]	1%	-10%	-26%	3	·
CCCCCn1c(SCCC(C)C)nc2c1c(=O)[nH]c(=O)n2C	-19%	6%	-2%	4%	21	3%
CCOC(=O)c1cnn(-c2ccccc2)c1N	-3%	4%	4%	1%	11	5%
CN(Cc1ccccc1)C(=O)c1ccc(NC(=O)Cc2cccc(NC(=O)C3CCCN(C(=O)CCc4ccccc4)C3)c2)cc1 (stereo unspecified)	-2%	6%	-10%	1%	-68*	·
CC1CC(C)CN(C(=O)C2CCN(S(=O)(=O)c3ccc4c(c3)CC(C)N4C(=O)C3CC3)CC2)C1 (stereo unspecified)	113%[activator]	0%	-2%	-5%	-18	0%
O=S(=O)(Nc1nc2ccccc2nc1NCC1CCCO1)c1cccc(Cl)c1 (stereo unspecified)	-28%	-8%	15%	2%	0	9%

Next records.
SMILES	AmpC inh no detg	AmpC detergent	AMA1 RON2 block	Sm TGR block	HCMV antiviral	Giardia FBPA inh
COc1ccc(NC(=S)NN2C(C)CCCC2C)cc1 (stereo unspecified)	-20%	-2%	-2%	4%	-18	-5%
CSc1ccccc1NC(=O)Nc1ccc(F)c(Cl)c1	-54%	-11%	0%	4%	-23	-7%
CCc1ccc(NC(=O)CN2C(C(=O)OC)=C(c3ccccc3)c3ccccc3S2(=O)=O)cc1	·	13%	·	12%	-5	·
O=C(O)CSC1CC(=O)N(c2cccc(Cl)c2)C1=O (stereo unspecified)	-4%	?	4%	?	33	-9%
CCOC(=O)c1cnc(Nc2nc3ccccc3o2)nc1CN1CCN(C)CC1	-7%	-4%	27%	50µM*	19	-14%
CC(=O)Nc1cccc(-c2nc3ccccc3s2)c1	36%	2%	-1%	·	52	-6%
Cc1cccc(NC(=O)Nc2ccncc2)c1	-45%	?	-3%	9%	17	-1%
CCOC(=O)C1=C(C)NC(=S)NC1c1ccc(OCC(=O)N2CCCCC2)cc1 (stereo unspecified)	-8%	-12%	-1%	-5%	-10	-24%
Cc1ccc2c(CN(C)Cc3cccc(F)c3)cc(=O)oc2c1	-18%	2%	21%	4%	75	6%
COC(=O)C1C2c3ccccc3OC1(C)N=c1s/c(=C/c3cnn(C)c3C)c(=O)n12 (stereo unspecified)	-1%	-6%	-5%	0%	-6	10%
O=C(COC(=O)c1ccc(O)cc1O)c1ccc2c(c1)OCCO2	-37%	·	-6%	·	-27	·
CCOC(=O)C1=CN(CC)S(=O)(=O)NC1c1ccccc1 (stereo unspecified)	5%	·	10%	·	-82*	·
Cc1c(NC(=O)C(=O)N/N=C/c2cccs2)c(=O)n(-c2ccccc2)n1C	0%	0%	60%[activator]	0%	4	-1%
COC(=O)c1ccc(OC(=O)c2ccccc2F)cc1	-21%	?	·	-2%	?	3%
COc1cccc(CN(C(=O)c2cccc(C)c2)C2CCS(=O)(=O)C2)c1 (stereo unspecified)	·	4%	·	3%	3	·
COc1cc(S(=O)(=O)NCCCN2CCOCC2)ccc1-n1cnnn1	-13%	0%	?	6%	-24	?
CSc1ccc(CCNC(=O)C2CCN(c3ncnc4c3nc3n4CCCCC3)CC2)cc1	·	-1%	·	-4%	-26	·
CCOc1cccc(C(=O)Nc2ccccc2C(=O)N2CCN(C)CC2)c1	-14%	?	-8%	0%	-15	-2%
CCS(=O)(=O)N1CCN(S(=O)(=O)c2ccccc2)CC1	-15%	0%	4%	-2%	13	4%
Cc1ccccc1-n1nc2c(c1NC(=O)c1cccc(F)c1)CS(=O)C2 (stereo unspecified)	-11%	?	15%	1%	29	-1%
COC(=O)C1=C(C)N=C2SCCC(=O)N2C1c1ccc(OC(=O)c2ccco2)cc1 (stereo unspecified)	32%	-3%	-5%	-7%	-8	-1%
